Rac1 wt GTP bind = modulators of human Rac1 wildtype GTP binding. P63000. GST-Rac1 beads, fluorescent GTP binding, flow cytometry; actives lie on both sides; 0 = cold GTP competed, 100 = untreated. GTP binding activity (% of control), % at 10 µM. 190,000 tested, 0.27% active. AID 757;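 active = GTP binding activity at least 20 points away from the 100% control level, either lower or higher; inconclusive = compound flagged as likely green fluorescent, judged across all proteins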
Mcl1-Bid inh = Mcl-1/Bid interaction inhibition; TR-FRET Mcl-1/Bid-Dy647 peptide binding, 1536-well; Q07820; 220,000 tested, 0.97% active; inhibition, % at 21.7 µM;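 active = compounds that cut the binding signal by more than half at the single screening dose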;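 note: His-tagged Mcl-1 with europium anti-His antibody binding Bid BH3 peptide; 0% = Mcl-1 plus peptide wells and 100% = peptide-only wells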
Target sequence (Q07820 whole entry, looked up): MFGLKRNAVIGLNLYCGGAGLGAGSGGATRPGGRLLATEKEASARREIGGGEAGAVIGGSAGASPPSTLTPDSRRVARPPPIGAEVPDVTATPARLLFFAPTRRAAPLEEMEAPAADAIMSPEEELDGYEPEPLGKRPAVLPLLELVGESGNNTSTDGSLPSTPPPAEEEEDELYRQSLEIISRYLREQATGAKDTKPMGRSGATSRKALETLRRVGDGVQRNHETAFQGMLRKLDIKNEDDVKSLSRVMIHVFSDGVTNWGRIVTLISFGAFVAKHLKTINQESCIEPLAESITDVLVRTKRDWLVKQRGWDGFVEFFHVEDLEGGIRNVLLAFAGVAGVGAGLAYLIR
Rab7 wt modul = dog Rab7 wildtype GTP binding, inhibitors and activators | 190,000 tested, 0.055% active | AID 758 | GST-Rab7 beads, fluorescent GTP binding, flow cytometry; actives lie on both sides; untreated = 100%, excess cold GTP = 0% | GTP binding activity (percent of control), % at 10 µM;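 active = fluorescent GTP binding to Rab7 beads changed by at least 20 points from the 100% baseline, either direction, mostly lower; inconclusive = compound itself probably fluorescent, or too few beads counted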;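 note: median green fluorescence of bound Bodipy-FL-GTP per Rab7 bead population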
Mcl1-Noxa inh = Mcl-1/Noxa interaction inhibition | Q07820 | TR-FRET Mcl-1/Noxa peptide binding, 2 h | inhibition, % at 21.7 µM | 220,000 tested, 1.5% active;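 active = compounds that cut the protein-peptide binding signal by more than 50% relative to plate controls in a single-dose test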;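 note: His-tagged Mcl-1 with rhodamine Noxa BH3 peptide and terbium anti-His antibody; 0% = Mcl-1 plus Noxa peptide wells and 100% = peptide-only wells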
HRas wt GTP = human HRas wildtype GTP binding, change in either direction; 190,000 tested, 0.14% active; P01112; GST-Ras wt beads, Bodipy-FL-GTP binding, flow cytometry; actives lie on both sides; AID 759; GTP binding activity, % at 10 µM;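 active = GTP binding activity at least 20% away from the 100% baseline, either lowered as inhibitor or raised as activator; inconclusive = flagged as likely green fluorescent, judged across all proteins in the well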;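 note: 0% = unlabeled GTP competition control and 100% = no-compound control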
Target sequence (P01112 whole entry, looked up): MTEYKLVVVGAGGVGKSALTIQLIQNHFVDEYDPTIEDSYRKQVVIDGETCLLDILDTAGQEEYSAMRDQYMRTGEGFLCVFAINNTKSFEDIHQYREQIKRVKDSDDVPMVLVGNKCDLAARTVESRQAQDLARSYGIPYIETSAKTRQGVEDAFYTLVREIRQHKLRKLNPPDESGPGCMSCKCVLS
RGS8-Gao reg = modulates binding of RGS8 to human Galphao. response (percent of control binding), % at 10 µM. 220,000 tested, 0.34% active. P09471. AID 1423. multiplexed bead flow cytometry; actives lie on both sides; in the data active = response below about 60% or above about 140%; inactive = in between;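 note: Galphao activated as the GDP aluminium fluoride complex binding bead-coupled RGS8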
Target sequence (P09471 whole entry, looked up): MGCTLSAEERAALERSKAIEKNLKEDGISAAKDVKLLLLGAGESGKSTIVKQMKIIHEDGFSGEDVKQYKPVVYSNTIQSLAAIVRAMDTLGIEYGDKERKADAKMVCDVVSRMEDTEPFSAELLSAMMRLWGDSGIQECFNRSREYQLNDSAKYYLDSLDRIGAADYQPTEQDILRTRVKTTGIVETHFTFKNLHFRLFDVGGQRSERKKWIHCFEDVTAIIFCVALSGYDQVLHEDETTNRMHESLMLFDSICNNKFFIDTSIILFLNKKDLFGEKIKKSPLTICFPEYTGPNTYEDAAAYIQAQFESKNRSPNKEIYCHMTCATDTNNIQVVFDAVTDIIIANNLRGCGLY
Pf gametocyte = inhibitors of late stage P. falciparum gametocyte viability. inhibition, % at 10.9 µM. P. falciparum stage V gametocytes, ATP luminescence, 24 h. 150,000 tested, 0.065% active;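 active = inhibition above the mean plus 3 SD of compounds within the control limits, set per campaign, cut at about 38% in these data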;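 note: 0% = DMSO wells and 100% = medium only without gametocytes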
Cdc42 wt GTP = human Cdc42 wildtype GTP binding change, either direction. percent activity (GTP binding), % at 10 µM. GST-Cdc42 beads, Bodipy-GTP binding, flow cytometry; actives lie on both sides. 190,000 tested, 0.2% active. P60953. AID 761;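 active = percent activity GTP binding at least 20 points away from the 100% baseline, either down as inhibitor or up as activator; inconclusive = compound flagged as likely green fluorescent from well-wide comparison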;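 note: median bead fluorescence of bound Bodipy-FL-GTP at 100 nM; 0% = excess unlabeled GTP control and 100% = no compound control; below 100% means less GTP binding so inhibitor and above means activator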
Target sequence (P60953 whole entry, looked up): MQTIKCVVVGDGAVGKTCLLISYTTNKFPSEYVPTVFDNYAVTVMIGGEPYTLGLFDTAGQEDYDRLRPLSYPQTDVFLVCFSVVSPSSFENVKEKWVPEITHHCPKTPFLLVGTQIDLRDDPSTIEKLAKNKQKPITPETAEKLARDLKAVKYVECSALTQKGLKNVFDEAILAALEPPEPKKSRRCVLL
Bim-Mcl-1 = inhibitors of Bim-Mcl-1 interaction, human | Bead-based flow cytometry, Bim peptide-Mcl-1 binding | inhibition, % at 10 µM | 190,000 tested, 0.1% active; in the data active = inhibition above about 40%;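 note: 0% = no compound tracer wells and 100% = peptide blocker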
Rac1 mut GTP = human Rac1 activated mutant GTP binding change; P63000; GST-Rac1 activated beads, fluorescent GTP binding, flow cytometry; actives lie on both sides; 100% means binding = to untreated wells; percent activity (GTP binding), % at 10 µM; 190,000 tested, 0.11% active; AID 764;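 active = GTP binding at least 20 percentage points away from the 100% baseline, in either direction, so actives lie on both sides; inconclusive = Compound likely fluorescent itself, or too few beads counted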
Rab2A wt mod = changes GTP binding to wildtype dog Rab2A, up or down; P61105; GST-Rab2 wt beads, Bodipy-GTP binding, flow cytometry; GTP binding activity, % at 10 µM; 190,000 tested, 0.19% active; AID 760;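 active = GTP binding activity at least 20 points away from 100%, either lowered or raised; inconclusive = signal likely due to the compound's own green fluorescence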;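 note: 0% = beads with excess unlabeled GTP and 100% = no-compound control corrected for plate trend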
The depositor's hits bear a star; ? = inconclusive; . = not tested or not shown; & = joins results of further samples. The order is random; overall some 2.9% were active at least once.

SMILES	Rac1 wt GTP bind	Mcl1-Bid inh	Rab7 wt modul	Mcl1-Noxa inh	HRas wt GTP	RGS8-Gao reg	Pf gametocyte	Cdc42 wt GTP	Bim-Mcl-1	Rac1 mut GTP	Rab2A wt mod
O=C1CC(N2C(=O)/C(=C/C=C/c3ccccc3)SC2=S)C(=O)N1c1ccccc1 (stereo not given)	98	-5	96	13	96	97	-26	94	3	98	94
N#CC1=C(N)Oc2cc(N)ccc2C1c1cccnc1 (stereo not given)	105	-13	102	21	104	107	.	101	-1	99	103
COC(=O)c1c(NC(=O)c2cnccn2)sc2c1CCC2	97	97*	100	14	99	98	.	96	0	97	96
O=C(c1ccc(-c2cc(Cl)ccc2Cl)o1)N1CCOCC1	91	-8	91	11	92	100	-2	91	-2	92	89
COc1ccc(NC(=O)CN2C(=O)C(c3ccccc3)=NC23CCCCCC3)cc1	102	12	99	13	98	96	.	100	18	99	98
COc1ccc(NCC(=O)N/N=C/c2c(C)nn(Cc3ccccc3)c2Cl)cc1	106	-59	99	35	98	100	.	105	-8	99	98
CCOc1cc(CNC2CCCC2)cc(Cl)c1OCc1ccccc1	104	-18	99	20	107	102	.	106	1	102	107
COC(=O)c1ccc(CSc2nc3c(c(=O)n2-c2ccccc2)SCC3)o1	104	-7	97	10	99	98	.	98	6	97	98
COc1ccc(C2N(c3ccc(OC)cc3)C(=O)C3CCCN32)cc1 (stereo not given)	106	-11	100	13	101	92	.	100	0	100	100
CC(c1ccccc1)N(NC(=O)C(O)(c1ccccc1)c1ccccc1)C(=O)c1ccccc1 (stereo not given)	105	-3	100	5	103	103	-13	102	0	102	99
O=C(CCl)NCc1c(Cl)cccc1-n1cccc1	101	-51	100	7	100	102	.	101	0	98	101
COc1ccc(OC)c(C2=Nn3c(nnc3C3CCCCC3)SC2)c1	103	-6	102	6	103	101	.	101	-4	100	102
CN(C)c1cccc(C(=O)Nc2cc(C(F)(F)F)ccc2-n2cnc3ccccc32)c1	97	-21	98	2	95	127	1	96	7	96	96
Cc1nc(SCC(=O)NCCc2ccc(Cl)cc2)nc(C)c1C	96	-12	98	5	100	100	.	99	-2	94	98
Cc1nn(-c2ccccc2)c2sc(-c3n[nH]c(=S)o3)cc12	98	-16	95	67*	89	101	-13	92	5	92	90
Cc1nn(CC(=O)OCC(=O)Nc2ccccc2[N+](=O)[O-])c(C)c1[N+](=O)[O-]	102	-11	100	22	98	85	-18	98	-7	100	98
O=C(/C=C/c1ccc(Cl)cc1Cl)NC(=S)Nc1ccccn1	97	-5	101	-5	98	102	11	98	-3	97	100
CCCn1nc2cc(C(=O)NC3CCCc4ccccc43)ccc2c1OCC (stereo not given)	104	-11	97	39	104	102	-7	108	-3	100	105
Cc1cc(NC(=O)CCC(=O)N(CC(=O)NCC2CCCO2)c2ccc3c(c2)OCCO3)no1 (stereo not given)	103	0	103	1	101	105	-25	102	-3	98	98
COc1cc2c(cc1NC(=O)C(C)Sc1ccc(NC(C)=O)cc1)oc1ccccc12 (stereo not given)	103	-1	97	6	97	102	.	99	0	98	98
COc1ccccc1-n1cnc2c(c1=O)c1nc3ccccc3nc1n2CCc1ccccc1	102	0	94	31	96	101	3	94	3	96	95
Cc1cc(S(=O)(=O)n2cnc3cc([N+](=O)[O-])ccc32)ccc1Cl	103	-8	101	34	100	102	8	99	-4	95	99
CCOC(=O)n1c(=O)n(C)c2ccc(Cl)cc21	?	-25	?	5	?	98	7	?	0	?	?
CCOC(=O)N1CCN(S(=O)(=O)c2cccc3ccc(C)nc23)CC1	102	-35	102	-1	103	103	.	97	-3	95	101
N=C1C(c2nc(-c3cccc([N+](=O)[O-])c3)cs2)=C(O)CN1NC(=O)c1ccco1	96	-41	91	2	95	98	16	96	-2	96	95
Other entries.
SMILES	Rac1 wt GTP bind	Mcl1-Bid inh	Rab7 wt modul	Mcl1-Noxa inh	HRas wt GTP	RGS8-Gao reg	Pf gametocyte	Cdc42 wt GTP	Bim-Mcl-1	Rac1 mut GTP	Rab2A wt mod
COc1cccc(-c2cc(C(=O)Nc3cc(OC)c(OC)c(OC)c3)no2)c1	101	-16	100	0	103	102	0	101	3	98	98
CCOC(=O)c1c(NC(=O)CN2CCCCC2)sc(C)c1C	94	-18	96	3	96	94	.	93	1	90	95
COC(=O)c1ccc(NC(=O)CSc2nnc(COc3c(C)cccc3C)o2)cc1	107	-32	101	-6	103	102	.	104	6	101	100
Cc1cccc(NC(=S)N(CCCN(C)C)Cc2cc3cc4c(cc3[nH]c2=O)OCO4)c1	107	-62	107	-6	103	100	2	96	2	101	102
O=C(CSc1nc2ccccc2[nH]1)NC1CCS(=O)(=O)C1 (stereo not given)	?	-1	?	24	?	104	.	?	-3	?	?
COc1ccccc1C1C(C(=O)c2sc(C)nc2C)=C(O)C(=O)N1CCN1CCOCC1 (stereo not given)	104	-31	96	10	100	101	-14	104	0	100	102
CSc1cccc(NC(=S)N2CCC(N(C)C3CCCCC3)CC2)c1	98	-24	97	-12	98	114	17	92	0	96	97
Cc1ccc(-c2nc(SCC(=O)NCC3CCCO3)c(-c3ccccc3)[nH]2)cc1 (stereo not given)	98	-20	95	-18	97	.	.	100	-4	98	97
Cc1ccc(NC(=S)N(CCCN2CCOCC2)Cc2ccco2)cc1	96	-17	91	-2	96	100	-14	97	-3	97	94
C[C@@H]1NC(=O)c2cc([N+](=O)[O-])cc(F)c2NCCC[C@@H](C(N)=O)NC(=O)[C@H](CC(N)=O)NC1=O	103	-7	100	4	101	100	-2	105	-1	100	102
CCC(C)(C)C1CCC(=NNS(=O)(=O)c2ccc(C)c([N+](=O)[O-])c2)CC1 (stereo not given)	?	-16	?	-7	?	102	-4	?	-4	?	?
CC(C)(CO)NC(=O)C(c1ccccc1)c1ccccc1	102	-5	101	-6	102	101	.	106	-2	99	102
c1ccc(Cn2ncc3c(N4CCCCC4)ncnc32)cc1	95	18	97	34	98	102	.	98	-1	96	99
CCC(C)NC(=O)Cn1c(=O)n(CCCCCC(=O)Nc2ccccc2)c(=O)c2sccc21 (stereo not given)	106	-13	98	-4	101	100	-9	106	0	101	98
COc1ccc(NC(=O)CN2CCN(S(=O)(=O)c3ccc(C(C)C)cc3)CC2)cc1OC	98	-9	95	4	98	103	9	98	-2	95	96
N#C/C(=C\c1ccncc1)C(N)=O	102	-12	105	-4	102	100	-14	107	0	97	107
CCCCOc1ccc(Cl)cc1CSc1n[nH]c(C)n1	99	-10	97	-3	98	100	.	98	1	95	97
CC(=O)Nc1ccc(NC(=O)C(C)OC(=O)c2ccc(C)s2)cc1 (stereo not given)	95	-18	93	1	92	99	16	91	0	91	93
Cc1ccc(/C=C(\NC(=O)c2ccccc2)C(=O)NC(Cc2ccccc2)C(=O)O)cc1 (stereo not given)	104	-9	102	19	101	102	-22	106	-2	101	101
Clc1ccc(CSc2nccn2Cc2ccccc2)cc1	104	-55	100	14	105	100	-5	108	0	100	108
Cc1nn(-c2ccccc2)c(Cl)c1C(=O)NCCN(C)C	102	11	107	-8	101	99	0	104	-1	95	108
Cc1cccc(S(=O)(=O)c2c(N)n(-c3ccccc3)c3nc4ccccc4nc23)c1	102	8	98	24	102	98	10	98	-1	101	102
Cc1c(Cl)c(C(F)(F)F)nn1CC(=O)NCc1ccco1	96	-17	94	6	95	105	-16	96	0	93	97
COc1ccc(O)c(/C=N/NC(=S)Nc2cccc(S(=O)(=O)N(C)C)c2)c1	97	-69	93	34	97	104	-21	96	-3	93	94
CCCCc1cc(=O)oc2cc(C)cc(O)c12	101	-22	97	5	99	100	-9	99	1	98	100
(next part)
SMILES	Rac1 wt GTP bind	Mcl1-Bid inh	Rab7 wt modul	Mcl1-Noxa inh	HRas wt GTP	RGS8-Gao reg	Pf gametocyte	Cdc42 wt GTP	Bim-Mcl-1	Rac1 mut GTP	Rab2A wt mod
CCN(C(=O)CN1C=NS(=O)(=O)c2ccccc21)c1ccccc1	98	-16	98	7	100	98	13	101	-6	99	98
O=C(c1ccc(COc2ccccc2Cl)o1)N1CCN(Cc2ccc3c(c2)OCO3)CC1	116&105	-6&-27	103&99	7&10	105&100	100&98	-52&-27	105&97	-3&2	102&100	106&98
O=C(Nc1ccccc1C(F)(F)F)c1cc(S(=O)(=O)N2CCC3(CC2)OCCO3)ccc1F	106	-2	103	-4	101	100	16	102	-1	100	100
O=C(Nc1ccc2c(c1)OCO2)C(c1ccccc1)N1CCN(C(=O)c2ccco2)CC1 (stereo not given)	94	-4	90	12	94	104	.	96	0	94	94
Cc1ccccc1N(C(=O)Cn1nnc(-c2cccs2)n1)C(C(=O)NCCC(C)C)c1ccco1 (stereo not given)	93	3	95	24	93	98	.	92	-1	91	93
CC(=O)c1cccc(-n2nnnc2SCC(=O)Nc2cccc(NC(=O)c3ccco3)c2)c1	94	-26	95	1	98	104	.	95	0	95	96
COc1ccc(NCc2nnc(SCC#N)n2-c2ccccc2OC)cc1	98	21	95	8	97	98	.	97	-4	97	97
CS(=O)(=O)c1ccc2nc(NC(=O)CN3C(=O)C4CC=CCC4C3=O)sc2c1 (stereo not given)	97	-37	99	23	95	101	-15	92	0	93	94
Cc1cccc(N2CCN(C(=O)CCN3C(=O)C4C5C=CC(C5)C4C3=O)CC2C)c1 (stereo not given)	102	2	98	4	98	101	.	97	0	99	97
CCC(C)NC(=O)COc1ccccc1[N+](=O)[O-] (stereo not given)	103	-18	99	5	100	90	.	103	-6	99	99
COc1ccccc1-c1ccc(SCc2ccccc2)nn1	99	-4	95	-9	93	103	-4	95	0	97	94
Clc1ccc(-c2csc(N3CCSCC3)n2)cc1	105	-30	98	4	102	101	8	105	-6	100	101
NC(=O)C1CCN(C(=O)CC2(CC(=O)O)CCCCC2)CC1	101	-11	111	14	99	95	-21	99	0	99	103
CCNCc1cc(OCC)c(OCC(=O)NCCc2ccccc2)cc1Cl	?	4	?	2	?	103	15	?	0	?	?
CSc1ccc(NC(=O)CC(C)=O)cc1	107	-51	101	-1	103	101	-17	105	-35	101	99
COc1ccc(CC(=O)Nc2ccccc2NC(=O)c2ccco2)cc1OC	98	-22	96	37	97	103	13	93	-3	96	96
CN(C)c1nc(N(C)C)n(Cc2c(Cl)cccc2Cl)n1	100	-19	98	11	98	108	-5	102	1	95	101
Cc1cccc2nc(=S)n(C(=O)c3ccco3)n12	98	-43	100	-2	99	100	.	100	2	96	99
Cc1c(NS(=O)(=O)c2ccccc2)c(=O)n(-c2ccccc2)n1C	106	-11	105	13	106	101	.	107	-3	102	105
CCOC(=O)CC(NC(=O)Cn1nnc(-c2ccccc2F)n1)c1ccccc1Cl (stereo not given)	97	-7	105	-10	100	103	.	93	-1	95	99
